# tim23-1 inh – growth inhibitors of tim23-1 mutant yeast; S. cerevisiae tim23-1 growth, BacTiter-Glo luminescence, 24 h; inhibition, % at 20 µM; actives 1.3% (n = 330,000); AID 463212;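 active means growth inhibition of the mutant yeast at or above 50%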;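 further: temperature-sensitive mutant grown at 25 °C; plate controls were DMSO-treated mutant yeast for no effect and medium wells lacking yeast for full effect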
# UPR XBP1 act – adaptive UPR (XBP1) activation; CHO-XBP1 luciferase reporter, IRE1-XBP1 UPR activation, luminescence; percent of tunicamycin response, DMSO as zero; activation, % at 20 µM; actives 0.33% (n = 330,000); AID 463104;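 active means versus positive control, 20 µM dose yields 30% or more activation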;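 further: 100% = tunicamycin at 10 µg/mL and 0% = DMSO only wells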
#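 Assay system: CHO-XBP1 luciferase reporter cells; Schedule: 6 h treatment, 37 °C; Detection: glow luminescence from Steady-Glo reagent; Benchmarks: high control tunicamycin 10 µg/mL final, low control DMSO vehicle only.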
# CCR6 antag – blocks CCL20-driven beta-arrestin recruitment at human CCR6. P51684. CHO-K1 CCR6 PathHunter beta-arrestin, luminescence, CCL20-stimulated. inhibition, % at 20 µM. actives 0.49% (n = 340,000);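 active means compounds whose inhibition of the agonist-driven luminescence signal at 20 µM reaches about 50%, limit read from the data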;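 further: cells stimulated with CCL20 at 14 nM final; plate controls were DMSO with CCL20 for no effect and DMSO without agonist for full effect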
# APJ ag – activates the human apelin receptor APJ | P35414 | CHO-K1 APJ PathHunter beta-arrestin, luminescence; 0% DMSO wells, 100% apelin | activation, % at 20 µM | actives 0.11% (n = 330,000);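 active means activation more than six SD over the plate average, tested at 20 µM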;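 further: 0% = DMSO alone and 100% = apelin-13 at 10 nM; some results filed as inactive read as strong as hits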
# Target sequence (P35414 whole entry, looked up): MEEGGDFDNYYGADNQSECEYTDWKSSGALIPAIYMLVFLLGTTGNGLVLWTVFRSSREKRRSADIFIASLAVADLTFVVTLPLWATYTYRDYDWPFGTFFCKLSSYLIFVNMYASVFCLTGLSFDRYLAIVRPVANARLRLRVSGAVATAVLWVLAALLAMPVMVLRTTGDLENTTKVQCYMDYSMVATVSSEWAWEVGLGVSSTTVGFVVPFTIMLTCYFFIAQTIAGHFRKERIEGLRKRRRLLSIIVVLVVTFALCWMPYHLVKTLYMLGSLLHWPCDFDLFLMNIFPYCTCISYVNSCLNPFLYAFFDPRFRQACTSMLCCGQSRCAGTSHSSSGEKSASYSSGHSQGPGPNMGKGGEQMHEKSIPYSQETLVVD
#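 Material: engineered CHO-K1 APJ arrestin reporter cells; amount: 1000 CHO-K1 reporter cells seeded per well; incubation: compound stimulation 90 min at 25 °C, detection 60 min; signal: luminescent beta-gal fragment complementation, chemiluminescent substrate; read-out basis: APJ agonist activity; controls: DMSO-only wells as negative, 10 nM Apelin-13 as positive control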
# CXCR6 block – blocks human CXCR6 beta-arrestin recruitment; O00574; CHO-K1 PathHunter CXCR6 beta-arrestin, luminescence; inhibition, % at 20 µM; actives 0.36% (n = 360,000); AID 602244; in the data active means inhibition above about 34%, passing the limit was not always enough;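 further: antagonist mode with CXCL16 agonist at 10 nM final; 0% = 10 nM CXCL16 with DMSO and 100% = unstimulated wells without agonist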
# Target sequence (O00574 whole entry, looked up): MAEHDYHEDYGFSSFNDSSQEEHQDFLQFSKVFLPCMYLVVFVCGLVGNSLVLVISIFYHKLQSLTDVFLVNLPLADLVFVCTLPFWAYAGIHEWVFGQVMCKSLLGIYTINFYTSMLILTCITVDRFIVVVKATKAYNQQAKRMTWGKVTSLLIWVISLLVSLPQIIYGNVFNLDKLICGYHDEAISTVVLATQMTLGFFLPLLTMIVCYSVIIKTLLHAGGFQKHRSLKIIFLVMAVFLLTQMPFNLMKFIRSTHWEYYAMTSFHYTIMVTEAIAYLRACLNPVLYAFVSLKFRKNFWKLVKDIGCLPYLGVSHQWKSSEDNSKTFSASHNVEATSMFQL
# CHOP UPR activ – apoptotic UPR (CHOP) activation; AID 449763; actives 0.34% (n = 330,000); CHO-CHOP luciferase reporter, luminescence; percent of tunicamycin response over DMSO baseline; activation, % at 10 µM;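 active means at 10 µM dose, activation of 40% or more, normalized to positive control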;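 further: 100% = tunicamycin at 10 µg/mL and 0% = DMSO alone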
#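 Dosing – one dose, 10 µM in 0.5% DMSO · System – CHO-CHOP cells, stable luciferase reporter of PERK-eIF2a-CHOP signalling · Input – 500 cells/well · Control set – tunicamycin 10 µg/mL final as positive, DMSO-only wells as negative · Timing – 6 h compound treatment, 37 °C · Measure – % activation vs tunicamycin · Technique – luminescence read with Steady-Glo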
# Mdm2 MdmX PPI – disrupts the human Mdm2-MdmX interaction; O15151+Q00987; actives 3% (n = 330,000); inhibition, % at 8 µM; SaOS-2 split-luciferase Mdm2/MdmX complementation, luminescence;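 active means inhibition of at least 50% at 8 µM in the primary screen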
# EBI2 antag – blocks human EBI2 receptor beta-arrestin signaling. actives 0.81% (n = 360,000). EBI2 beta-arrestin recruitment, luminescence, 7a,25-OHC stimulated. inhibition, % at 5 µM; in the data active means inhibition above about 38%;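 further: enzyme fragment complementation signal reports receptor beta-arrestin coupling in cells; 0% = agonist plus DMSO wells and 100% = wells without agonist; some results beyond the cut were filed as inactive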
# APJ antagonist – APJ receptor antagonism; P35414; CHO-K1 APJ beta-arrestin complementation, luminescence; inhibition, % at 20 µM; actives 0.32% (n = 330,000);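 active means inhibition above about 40% at 20 µM, limit read from the data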;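 further: cells challenged with 10 nM apelin-13 agonist together with compound; plate controls were apelin-13 plus DMSO wells for no effect and DMSO wells lacking apelin-13 for full effect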
# Starred values were filed as active, the others as inactive; x = not tested or not shown. Some of the compounds tested; rates above refer to the full screens.
# Values in the order: tim23-1 inh	UPR XBP1 act	CCR6 antag	APJ ag	CXCR6 block	CHOP UPR activ	Mdm2 MdmX PPI	EBI2 antag	APJ antagonist
> O=C(C1=NOC(CNc2ncc(C(F)(F)F)cc2Cl)C1)N1CCOCC1 (configuration not stated)
    19	-1	11	-1	-1	-0.4	18	-13	-17
> O=C(Cn1nc2ccccc2n1)N/N=C/c1ccc(F)cc1
    3	0	3	-5	-1	1.3	8	1	-13
> Cc1cc(OCC(=O)OCC(=O)Nc2cc(S(=O)(=O)N3CCOCC3)ccc2Cl)ccc1Cl
    22	3	9	4	-2	-0.5	-10	-5	4
> O=C(NC(=S)N1CCN(C/C=C/c2ccccc2)CC1)c1cccnc1
    -10	-1	6	1	5	-0.4	20	-5	11
> CS(=O)(=O)Nc1nnc(CCc2ccccc2)s1
    12	-1	5	-2	-6	1.2	-4	-3	4
> O=C(CC1NCCNC1=O)OCc1ccccc1 (configuration not stated)
    -2	4	2	-3	0	-0.6	14	1	-3
> O=C(Nc1ccccc1Cl)N1CCN(c2ccc3nnc(-c4ccccc4)n3n2)CC1
    21	-1	-8	0	-3	-0.7	0	-3	-5
> NC1=NC(=O)S/C1=C\c1ccc(F)cc1
    -27	2	14	-2	2	-2.0	16	-5	8
> O=C(N/C(=C\c1cccc(Br)c1)C(=O)N1CCOCC1)c1ccco1
    3	-2	1	0	0	-0.2	3	8	-18
> O=C(NCc1ccccc1)c1cc(S(=O)(=O)N2CCOCC2)ccc1F
    8	-4	6	-2	2	-1.2	19	3	1
> Cc1ccc(CC(NC(=O)c2ccccc2)C(=O)NC(Cc2ccccc2)C(=O)O)cc1 (configuration not stated)
    11	-2	-7	-4	-3	0.7	14	-5	-4
> O=C(c1cccc(S(=O)(=O)N2CCN(c3ccccc3)CC2)c1)N1CC=C(c2ccccc2)CC1
    23	-4	16	3	3	-0.1	32	9	-5
> O=C(CCCCCNC(=O)c1ccccc1)N/N=C/c1ccccc1
    -1	3	-17	-1	-11	-0.1	-12	8	1
> C=CCn1c(Cc2ccc(OC)cc2)nnc1SCC(=O)NCCc1ccccc1
    25	-2	-8	0	-3	-1.8	-7	30	-10
> CCc1c(O)nc(SCC(=O)Nc2ccccc2C)n(-c2ccc(C)cc2)c1=O
    -7	-4	22	0	8	7.9	13	-8	13
> CCN(CC)C(=O)CSc1nc(O)cc(=O)n1-c1ccccc1OC
    9	-1	10	3	2	1.3	-1	-27	-31
> COc1ccc(CN(C(=O)Cn2nnc3ccccc32)C(C(=O)NC(C)(C)C)c2ccco2)cc1 (configuration not stated)
    -3	-2	2	-4	7	-1.0	4	-20	-6
> Cc1cccc2cc(-c3nc4ccc(C(=O)O)cc4[nH]3)c(=O)oc12
    -1	-10	2	1	-6	-6.1	-65	-9	16
> CCCCNC(=S)N(Cc1ccco1)Cc1cc2cc3c(cc2[nH]c1=O)OCCO3
    28	-4	-3	-2	-16	-0.2	20	1	-9
> Cc1cc(N2CCN(C)CC2)nc2ccc(NC(=O)CCC(=O)NCCC3=CCCCC3)cc12
    -4	1	21	-3	1	0.3	35	5	5

# Overlap with the part before: four entries; new compounds follow.
# Values in the order: tim23-1 inh	UPR XBP1 act	CCR6 antag	APJ ag	CXCR6 block	CHOP UPR activ	Mdm2 MdmX PPI	EBI2 antag	APJ antagonist
> COc1ccc(CN(C(=O)Cn2nnc3ccccc32)C(C(=O)NC(C)(C)C)c2ccco2)cc1 (configuration not stated)
    -3	-2	2	-4	7	-1.0	4	-20	-6
> Cc1cccc2cc(-c3nc4ccc(C(=O)O)cc4[nH]3)c(=O)oc12
    -1	-10	2	1	-6	-6.1	-65	-9	16
> CCCCNC(=S)N(Cc1ccco1)Cc1cc2cc3c(cc2[nH]c1=O)OCCO3
    28	-4	-3	-2	-16	-0.2	20	1	-9
> Cc1cc(N2CCN(C)CC2)nc2ccc(NC(=O)CCC(=O)NCCC3=CCCCC3)cc12
    -4	1	21	-3	1	0.3	35	5	5
> COCc1cccc(NC(=O)Cc2cccc3ccccc23)c1
    15	-2	9	0	-2	-0.8	20	2	5
> NC(=O)c1ccccc1NS(=O)(=O)c1ccc2c(c1)OCCO2
    2	2	-14	1	-3	-3.3	6	-5	1
> Cc1ccc(OS(=O)Nc2cccc3nccnc23)cc1 (configuration not stated)
    32	-2	55*	-8	16	-0.1	20	-15	35
> Cc1cc(Nc2ccc(Cl)cc2)n2nnnc2n1
    23	-3	-7	2	0	1.3	-10	-5	-26
> CNC(=O)COC(=O)c1ccc2c(c1)NC(=O)C1CCCN21 (configuration not stated)
    4	-2	x	0	x	-0.2	-22	x	0
> Cc1cc(NS(=O)(=O)c2cccc([N+](=O)[O-])c2)no1
    6	-5	6	2	3	2.9	18	2	-3
> COc1ccc(Cc2nnc(SCC(=O)c3ccc(OC)cc3)o2)cc1
    30	1	6	1	2	1.5	-3	2	-5
> CCC1CCCCN1Cc1c(O)ccc2c(=O)c(-c3ccccc3)coc12 (configuration not stated)
    -9	-2	1	0	-9	-2.4	-26	-2	-17
> CCOc1cc(C(=O)Nc2cc3c(cc2N2CCCC2)n(C)c(=O)n3C)cc(OCC)c1OCC
    7	-2	12	-1	-3	-2.2	18	0	3
> Cc1ccc(OCC(=O)NCc2cccs2)c([N+](=O)[O-])n1
    6	4	3	-2	-4	-1.3	5	-3	-6
> O=C(NCc1nnc(SCC(=O)N2CCC(Cc3ccccc3)CC2)o1)c1ccccc1F
    22	-1	9	-2	-6	-1.8	14	4	2
> O=[N+]([O-])c1cc(Cl)cc(C2=NCCN2)c1
    12	1	-18	1	-2	4.6	-23	-7	-16
> COc1ccc(NS(=O)(=O)c2ccc3c(c2)NC(=O)C(C)S3)cc1 (configuration not stated)
    -4	-6	8	-2	-7	0.3	27	0	-11
> CCCNc1cc(=S)nc(N)[nH]1
    -9	0	-8	-6	2	-1.0	2	-4	-5
> CC1Cc2ccccc2N1C(=O)CSc1nnnn1Cc1ccccc1 (configuration not stated)
    39	-2	18	-4	8	1.2	16	5	15
> O=C(NCc1cccnc1)c1ccccc1Br
    5	0	-3	0	-1	-1.9	6	-3	-6
> O=C(CSC1=NC(=O)C(c2ccccc2)C(=O)N1)Nc1ccccc1[N+](=O)[O-] (configuration not stated)
    12	1	-5	-1	-15	-1.0	-2	-3	-6
> O=C(Nc1nc2ccc(F)cc2s1)c1cccs1
    36	0	14	-1	-3	4.6	-189	1	3
> Cc1c(NC(=O)c2ccc(Cl)c(S(=O)(=O)N3CCOCC3)c2)c(=O)n(-c2ccccc2)n1C
    -5	2	-3	-2	1	-1.1	-12	-7	-3
> O=C(NC1CCCC1)C(c1ccccn1)N(C(=O)c1csnn1)c1ccc(F)cc1 (configuration not stated)
    3	0	11	1	1	1.7	10	14	0

# Single records, as listed above. Screens in order: tim23-1 inh, UPR XBP1 act, CCR6 antag, APJ ag, CXCR6 block, CHOP UPR activ, Mdm2 MdmX PPI, EBI2 antag, APJ antagonist
# Cc1ccc(OCC(=O)NCc2cccs2)c([N+](=O)[O-])n1 as listed: 6, 4, 3, -2, -4, -1.3, 5, -3, -6
# CC1Cc2ccccc2N1C(=O)CSc1nnnn1Cc1ccccc1 (configuration not stated) as listed: 39, -2, 18, -4, 8, 1.2, 16, 5, 15

# The main list resumes, starting two compounds before the break.
# Values in the order: tim23-1 inh	UPR XBP1 act	CCR6 antag	APJ ag	CXCR6 block	CHOP UPR activ	Mdm2 MdmX PPI	EBI2 antag	APJ antagonist
> Cc1c(NC(=O)c2ccc(Cl)c(S(=O)(=O)N3CCOCC3)c2)c(=O)n(-c2ccccc2)n1C
    -5	2	-3	-2	1	-1.1	-12	-7	-3
> O=C(NC1CCCC1)C(c1ccccn1)N(C(=O)c1csnn1)c1ccc(F)cc1 (configuration not stated)
    3	0	11	1	1	1.7	10	14	0
> O=C(NCc1ccc(F)cc1)c1ccc(S(=O)(=O)Nc2cccc(C(F)(F)F)c2)cc1
    2	-4	8	-3	-2	-1.5	26	8	-18
> O=C(CSc1n[nH]c(-c2ccncc2)n1)c1cccc([N+](=O)[O-])c1
    -6	-1	-2	-1	-15	0.3	9	-2	-2
> O=C(CSc1ccc(Cl)cc1)Nc1nnc(-c2ccco2)o1
    4	-5	5	-1	2	0.7	23	-6	12
> CC(=O)c1ccc(S(=O)(=O)Nc2ccc(-n3cnnn3)cc2)cc1
    -12	1	-14	0	7	-1.6	5	-11	-5
> COc1ccc(NS(=O)(=O)c2cccc(C(=O)OCC(=O)NC3CC3)c2)cc1
    9	-5	-9	4	0	1.5	9	6	15
> Cc1cc2nc(C3CCCN(C(=S)Nc4ccccc4)C3)[nH]c2cc1C (configuration not stated)
    19	-4	18	-1	7	0.5	51*	6	10
> CN(C)CCCN(C(=O)c1ccco1)c1nc2ccc(Cl)cc2s1
    22	1	32	-2	5	2.6	24	-14	-6
> Cn1cccc1/C=N\NC(=O)C1COc2ccc(C(C)(C)C)cc2O1 (configuration not stated)
    36	-4	1	2	-8	2.7	18	30	-8
> COc1ccc(CNC(=O)COC(=O)c2cccc(S(=O)(=O)N3CCOCC3)c2)cc1
    7	-1	-3	-2	1	1.3	-25	0	-51
> CNC(=O)N(O)C1N(/N=C/c2cccnc2)C(=S)SC1(C)C (configuration not stated)
    -11	-2	1	-1	-1	-1.1	12	-2	0
> CC1Cc2ccccc2N1C(=O)COC(=O)C1=COCCO1 (configuration not stated)
    5	0	14	4	-17	0.2	2	-24	0
> CCOCCCNC(=O)C(c1ccccc1)N(Cc1ccc2c(c1)OCO2)C(=O)CNC(C)=O (configuration not stated)
    15	0	-3	2	7	-1.1	-27	-7	-13
> COc1cc(C2NC(=O)NC3=C2C(=O)OC3)cc(OC)c1OC (configuration not stated)
    2	-2	-4	-2	3	-1.7	0	-8	14

# Look-ups from above.
# CCR6 antag with `CCOCCCNC(=O)C(c1ccccc1)N(Cc1ccc2c(c1)OCO2)C(=O)CNC(C)=O` (configuration not stated) : -3
# APJ antagonist with `COc1cc(C2NC(=O)NC3=C2C(=O)OC3)cc(OC)c1OC` (configuration not stated) : 14
# EBI2 antag with `CC1Cc2ccccc2N1C(=O)COC(=O)C1=COCCO1` (configuration not stated) : -24

# Assay outcomes (PubChem)
